Compound activity deposited in PubChem by National Center for Advancing Translational Sciences (NCATS).
Tau FP inhib – inhibitors of human tau fibril formation. AID 1468. Potency, µM (top dose mostly 57.7 µM), for inactives: at the top dose activity, negative = inhibition, hits mostly inhibitors. actives 0.39% (n = 280,000). K18 P301L tau heparin fibrillization, Alexa594 FP, 6 h. P10636; further: on the % scale 0 is the no-effect control and ±100 the full control effect; nearly all actives have a fitted effect of over 55% in size
Target sequence (P10636 561-689 P618L limits assumed): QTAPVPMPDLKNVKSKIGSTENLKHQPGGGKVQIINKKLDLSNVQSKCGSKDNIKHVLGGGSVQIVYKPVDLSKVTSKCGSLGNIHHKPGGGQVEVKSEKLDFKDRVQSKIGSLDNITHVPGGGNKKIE
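Compound effects on tau fibrillization are measured by Alexa 594 fluorescence polarization (ex 555, em 632 nm). K18 P301L tau is used at 15 uM with 0.24 uM labeled tracer, and 20 uM heparin induces aggregation over 6 hr at 37 C.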
SMN2 splice enh – increases expression of the SMN2 splice variant | actives 2.8% (n = 210,000) | HEK293 SMN2-luciferase splicing reporter, luminescence, 30-36 h | Potency, µM (titrated, usually from 46.1 µM), inactives show at the top dose activity change, positive = activation, hits mostly activators; further: % of control where 0% means no effect; nearly all actives have a fitted effect of over 55% in size
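qHTS luciferase splicing reporter: luminescence rises when SMN2 exon 7 is included in transfected HEK293 cells. Compound exposure lasted 30-36 h at 37C, with 4.5 mM final sodium butyrate as control, followed by a ONE-Glo read.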
Tau fluor counter – counter-screen for tau fibril formation inhibitors; actives 0.93% (n = 280,000); Potency, µM (doses to about 57.7 µM), for the others: at the highest dose activity change, negative = decrease; tau K18 P301L Alexa594 fluorescence, heparin fibrillization; further: on the % scale 0 is the no-effect control and ±100 the full control effect; nearly all actives have a fitted effect of over 55% in size
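Human K18 P301L tau (15 uM unlabeled plus 0.24 uM Alexa 594-labeled, final) in 100 mM sodium acetate pH 7 was mixed with compound and 20 uM heparin and incubated 6 hr at 37 C.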
ALDH1A1 inh – ALDH1A1 (human) enzyme inhibition; Purified ALDH1A1, NADH fluorescence, propionaldehyde substrate; Potency, µM (doses to about 75.3 µM), for inactives: top-dose activity, negative = inhibition, most hits filed as inhibitors; actives 7.3% (n = 220,000); AID 1030; active means well fitted inhibition curve with a large enough effect, not every such curve was filed as active; inconclusive means small, poorly fitted or top-dose-only effect, or another doubt; inactive means no such curve, though single readings can be large or run the other way;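 further: plate controls were no enzyme wells and a reference inhibitor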
Target sequence (P00352 whole entry, looked up): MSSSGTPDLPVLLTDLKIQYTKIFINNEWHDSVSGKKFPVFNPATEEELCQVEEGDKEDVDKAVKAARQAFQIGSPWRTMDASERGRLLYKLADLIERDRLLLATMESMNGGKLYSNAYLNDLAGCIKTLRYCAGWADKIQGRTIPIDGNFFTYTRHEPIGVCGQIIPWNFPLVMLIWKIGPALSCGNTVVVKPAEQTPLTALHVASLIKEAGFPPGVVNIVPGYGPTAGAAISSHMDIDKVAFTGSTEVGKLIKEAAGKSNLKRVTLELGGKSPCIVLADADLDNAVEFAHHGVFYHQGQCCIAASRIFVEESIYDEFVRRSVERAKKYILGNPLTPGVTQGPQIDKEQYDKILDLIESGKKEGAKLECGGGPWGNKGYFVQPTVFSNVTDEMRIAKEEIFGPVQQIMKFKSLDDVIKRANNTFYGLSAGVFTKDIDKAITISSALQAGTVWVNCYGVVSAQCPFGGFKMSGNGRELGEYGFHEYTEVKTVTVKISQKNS
KDM4E inh – inhibitors of human JMJD2E histone demethylase. B2RXH2. JMJD2E catalytic domain, FDH-coupled NADH fluorescence (FDH is formaldehyde dehydrogenase). Potency, µM (top dose mostly 57.1 µM), for inactives: at the highest dose activity change, negative = inhibition, usual class: inhibitors. actives 1.6% (n = 230,000). AID 2147; active means well fitted inhibition curve with a large enough effect, not every such curve was filed as active; inconclusive means small, poorly fitted or top-dose-only effect, or another doubt; inactive means no such curve, though single readings can be large or run the other way;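 further: 0% = wells with enzyme and -100% = buffer wells without enzyme; nearly all actives have a fitted effect of over 50% in size; many of its hits are not listed in these tables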
Target sequence (B2RXH2 1-337 limits assumed): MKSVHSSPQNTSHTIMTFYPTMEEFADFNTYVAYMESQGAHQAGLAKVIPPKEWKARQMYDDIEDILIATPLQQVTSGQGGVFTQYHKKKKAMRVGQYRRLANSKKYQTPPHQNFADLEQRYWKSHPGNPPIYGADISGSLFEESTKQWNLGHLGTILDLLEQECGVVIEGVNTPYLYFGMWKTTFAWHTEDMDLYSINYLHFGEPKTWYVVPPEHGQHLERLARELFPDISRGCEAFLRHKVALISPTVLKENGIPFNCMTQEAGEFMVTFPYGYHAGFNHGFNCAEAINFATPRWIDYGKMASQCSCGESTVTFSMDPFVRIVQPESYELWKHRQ
Tau ThT inhib – tau fibrillization inhibition (ThT binding); P10636; recombinant tau K18 P301L (four-repeat tau fragment), heparin-induced fibrillization, ThT fluorescence; Potency, µM (highest dose often 57.4 µM), inactives show top-dose activity, negative = inhibition, actives largely listed as inhibitors; actives 2.1% (n = 270,000); AID 1460; further: on the % scale 0 is the no-effect control and ±100 the full control effect; nearly all actives have a fitted effect of over 55% in size
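Aggregation was driven by heparin (20 uM final) acting on recombinant tau […] bearing P301L in 100 mM sodium acetate pH 7; fibrils were detected with Thioflavin T.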
HTT ATP protect – cytoprotection in Huntington HTT-Q103 PC12 cell model; PC12 HTT-Q103 induced, cytoprotection, ATP luminescence, 40 h; Potency, µM (series often up to 56.4 µM), without a hit: cytoprotection (ATP increase), hits mostly activators; actives 0.14% (n = 230,000); AID 1471;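 further: % of control where 0% means no effect; nearly all actives have a fitted effect of over 45% in size; toxic huntingtin expression switched on by the ecdysone agonist tebufenozide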
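Compounds added alongside 100 nM tebufenozide, which induces toxic Q103 huntingtin exon 1-GFP in stable PC12 cells; surviving cells quantified by luminescent ATP measurement. Medium: phenol red-free DMEM, 5% equine and 5% calf serum.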
HTT aggregate – reduces HttQ103-GFP aggregates in PC12 cells. PC12 HttQ103-GFP aggregates, Acumen cytometry, 40 h. actives 1.1% (n = 220,000). Potency, µM (titrated, usually from 46.1 µM), without a hit: at the highest dose activity change, negative = inhibition, actives largely listed as inhibitors; further: on the % scale 0 is the no-effect control and ±100 the full control effect; nearly all actives have a fitted effect of over 60% in size
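PC12 cells stably carrying ecdysone-inducible HTT exon 1 Q103–GFP were induced with tebufenozide (100 nM final) and treated with library compounds in titration. GFP aggregates in lysates were counted by laser scanning cytometry.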
Numbers without * were called inactive; ? = inconclusive; nt = no result given; [ ] = dose if it differs, or a comment. Unless noted, the call rests on the fitted dose curve; in most records, active means well fitted curve in the direction sought with a large enough effect; inconclusive means small, poorly fitted or top-dose-only effect, or another doubt; inactive means no such curve, though single readings can be large; an effect the other way counts as inactive or inconclusive. Potency means the concentration at half of the fitted maximal effect. Some of the compounds tested; the hit share may differ from the screen's.

SMILES | Tau FP inhib | SMN2 splice enh | Tau fluor counter | ALDH1A1 inh | KDM4E inh | Tau ThT inhib | HTT ATP protect | HTT aggregate
COc1ccc(Nc2nc(OC)nc(N3CCOCC3)n2)cc1 | -6% | nt | -17% | 3% | 8% | -17% | 13%[10 µM] | -12%[9.22 µM]
Cn1cc(/C=N\NC(=O)c2cccs2)c2ccccc21 | 20% | 14µM* | ? | -15% | ? | ? | -43%[inhibitor] | 6%
CCCC(=O)Nc1cccc(Oc2nc(C)cc(C)c2C#N)c1 | -6% | -9% | -11% | 9% | -1% | 2% | -7% | 10%
CCc1ccc(NC(=S)N(CCCN2CCN(C)CC2)Cc2cccs2)cc1 | 0% | -1%[1.84 µM] | -9% | 10% | -2% | -3% | -5%[10 µM] | 6%
OCC1OC(n2cnc3c(=S)nc[nH]c32)C(O)C1O (stereo unspecified) | -3% | -38%[inhibitor] | -2% | ? | ? | -1% | -72%[inhibitor] | -9%
Cc1cccc(Cn2c(=O)n(-c3ccc(CC(=O)NCc4ccco4)cc3)c(=O)c3sccc32)c1 | -7% | -14% | -1% | ? | 2% | -12% | -36% | -3%
CCOC(=O)c1sc(NC(=O)c2cc(-c3ccc(C)cc3)nc3ccccc23)c(C#N)c1C | ? | -78%[inhibitor] | -26% | ? | -9% | ? | -70%[inhibitor] | 10µM*
COc1ccc(CCNC(=O)CSc2nc(C)cc(C)n2)cc1OC | 2% | -4% | 11% | 5% | -5% | 2% | nt | nt
Cc1cc(C)n(-c2nc3ccccc3c(=O)n2OCC(=O)Nc2c(C)cccc2C)n1 | 3% | 17% | 2% | -1% | 8% | -7% | -14% | -23%
CNC(=S)N1CCC(n2cnc3ccccc32)CC1 | 4% | nt | -5% | 9% | 11% | -6% | 5%[10 µM] | -14%[9.22 µM]
COC(=O)c1ccc(C(NC(=O)OCc2ccccc2)/C(F)=C/[C@@H](C)C(=O)NC2CCCCC2)cc1 (stereo partly specified) | -1% | -11% | -6% | -6% | -1% | -7% | -79%[inhibitor] | nt
O=C1OC(c2ccccc2)=C/C1=C/N1CCCCC1 | ? | ? | -28% | 10µM* | -23% | 28µM* | -11%[10 µM] | ?
COc1ccc2cc(C(=O)Nc3ccc(Cl)cc3)sc(=O)c2c1OC | ? | -5% | -10% | 14% | 2% | ? | 13%[10 µM] | 14%
CCOc1ccc2nc(SCC(=O)NC3CCS(=O)(=O)C3)[nH]c2c1 (stereo unspecified) | -7% | -7% | -3% | 8% | -1% | -2% | 13% | 10%
CC(C)Cn1c(/C=C/c2ccco2)nc2ccccc21 | -4% | -5% | -10% | ? | ? | ? | -5%[10 µM] | ?
Cc1ccc(CCNC(=O)C2CCN(S(=O)(=O)N3CCCC3)CC2)cc1 | -3% | 2% | 0% | 13µM* | 8% | -13% | -2% | -2%
FC(F)(F)c1cc(-c2ccco2)nc(NCCc2ccccc2)n1 | ? | -3% | -22% | ? | ? | -4% | -4% | -21%
CC(Sc1nc(-c2ccc(F)cc2)cs1)C(=O)Nc1ccc(Cl)cn1 (stereo unspecified) | 0% | -3% | -14% | 1% | 3% | 1% | 25%[10 µM] | -9%
S=c1[nH]nc(-c2ccncc2)n1/N=C/c1cn(-c2ccccc2)nc1-c1ccccc1 | 2% | nt | -26% | nt | -7% | 2% | -32%[10 µM] | 23%[9.22 µM]
COCCn1c(=NC(=O)c2nc3ccccc3s2)sc2cc(S(C)(=O)=O)ccc21 | 5% | -42%[inhibitor] | -2% | ? | ? | -17% | 0%[10 µM] | -22%
CC(=O)Nc1ccc(S(=O)(=O)NNC(=O)COc2cccc3ccccc23)cc1 | 1% | 4% | -1% | 30%[activator] | 3% | -7% | 5%[10 µM] | 3%
O=C(COC(=O)/C=C/c1cccc(Cl)c1)NCCc1ccccc1 | -1% | -3% | 3% | -3% | 12% | 7% | 9%[10 µM] | 20%
CCN(CC)S(=O)(=O)c1ccc(OC)c(NC(=O)c2cn(CC)c3nc(C)ccc3c2=O)c1 | 0% | -2% | 1% | 2% | -2% | -2% | -16%[10 µM] | 17%
COc1ccc(C(CC(=O)NCc2ccccc2)Sc2n[nH]c(-c3ccccc3)n2)cc1 (stereo unspecified) | -13% | -1% | -11% | 9% | 8% | 6% | 7%[10 µM] | 4%
CN(C)c1nc(Oc2ccc(=O)[nH]n2)nc(N2CCOCC2)n1 | -4% | -9% | 2% | 14% | 11% | -1% | -4% | 0%

The last 2 records of the part above lead into the next:
SMILES | Tau FP inhib | SMN2 splice enh | Tau fluor counter | ALDH1A1 inh | KDM4E inh | Tau ThT inhib | HTT ATP protect | HTT aggregate
COc1ccc(C(CC(=O)NCc2ccccc2)Sc2n[nH]c(-c3ccccc3)n2)cc1 (stereo unspecified) | -13% | -1% | -11% | 9% | 8% | 6% | 7%[10 µM] | 4%
CN(C)c1nc(Oc2ccc(=O)[nH]n2)nc(N2CCOCC2)n1 | -4% | -9% | 2% | 14% | 11% | -1% | -4% | 0%
CCCCCCCCCCCCCCCCCC(=O)OCC(C)O (stereo unspecified) | ? | nt | ? | 14% | nt | 14µM* | -33%[inhibitor] | 1%
Nc1ccc2nc(SCC(=O)Nc3ccc(N4CCOCC4)c(Cl)c3)sc2c1 | 13% | 29% | ? | ? | -13% | ? | nt | 12%
CCc1ccc(C(=O)c2cn(CC(=O)Nc3ccc4c(c3)OCCO4)c3ccc(CC)cc3c2=O)cc1 | -5% | -3% | -30% | nt | nt | 4% | nt | nt
C=CCn1c(COc2ccccc2)nnc1SCC(=O)Nc1ccc(S(N)(=O)=O)cc1 | -6% | -2% | -11% | 1% | 4% | -9% | -11% | 4%
CCCn1c(-c2ccc(F)cc2)nc2c(NCC3CCN(C)CC3)nc(C)nc21 | -3% | -11% | -10% | ? | ? | -2% | -6% | nt
O=C(CSc1c2c(nc3cc(Cl)ccc13)CCCC2)N1CCN(c2ccccc2F)CC1 | -9% | -32%[inhibitor] | -26% | nt | nt | ? | nt | nt
Cc1cc(C(=O)CSc2nnc(-c3ccncc3)n2-c2ccccc2)c(C)n1C | -1% | -11% | -4% | ? | -20% | ? | -18%[10 µM] | 10%
C=CCNC(=O)c1ccc2c(=O)n(CCCN3CCCC3=O)c(=S)[nH]c2c1 | 2% | 1% | -1% | 3.2µM* | 2% | 0% | -27% | -15%
O=[N+]([O-])c1ccc(OCC(O)CN(C2CCCCC2)C2CCCCC2)cc1 (stereo unspecified) | -5% | -8% | 5% | 4% | 2% | 6% | 5%[10 µM] | -8%
COc1ccccc1-n1c(SCC(=O)N2CCCC2)nc2cccnc21 | 3% | -2% | 0% | ? | -8% | 0% | -14% | 28%
Cc1onc(-c2ccccc2Cl)c1C(=O)N1CCN(C(=O)c2ccco2)CC1 | 0% | 10% | 5% | 22µM* | -3% | -1% | -8% | ?
CC1CCN(C(=O)CSCc2ccc(Cl)cc2)CC1 | 6% | ? | -11% | 3% | 6% | -17% | -24% | 18%
Cn1c(Cn2nnc3ccccc32)nnc1SCC(=O)N1CCc2ccccc21 | -3% | -17% | 0% | 28µM* | -6% | 1% | 10%[10 µM] | -9%
CNC(=S)N(C)[C@H]1c2c(ccc3ccccc23)OC[C@H]1CO | 3% | -11% | 9% | -7% | 4% | 6% | -7%[10 µM] | -23%
COC(=O)/C=C1/N/C(=N\c2nc(C)cc(C)n2)N(c2cccc(C)c2)C1=O | -4% | -26% | -9% | -9% | -3% | -13% | nt | 30%
Cc1ccc(NS(=O)(=O)c2ccc(OCC(=O)NCC3CCCO3)cc2)cc1 (stereo unspecified) | -8% | nt | -15% | 0% | 1% | -8% | 6%[10 µM] | 3%[9.22 µM]
C=CCn1c(Sc2nc(C)cs2)nc2c1c(=O)[nH]c(=O)n2C | -1% | -2% | 0% | 0% | -2% | -2% | -3% | -2%
COC(=O)/C=c1/s/c(=C(/C#N)C(=O)N2CCOCC2)n(-c2ccccc2)c1=O | -5% | 3% | -10% | -14% | -7% | ? | -12% | 37%
CS(=O)(=O)c1nc(-c2ccc(Br)cc2)cc(-c2ccccc2)c1C#N | -21% | -40%[inhibitor] | -21% | ? | ? | -18% | -127%[inhibitor] | -96%
CC(/C=C/c1ccc2c(c1)OCO2)=N/NC(=O)C1COc2ccccc2O1 (stereo unspecified) | 7% | -15% | -3% | ? | ? | ? | nt | 2%
COc1ccc(-c2nn(C)c3sc(C(=O)N4CCN(c5cc(Cl)ccc5C)CC4)cc23)cc1OC | 5% | -8% | -12% | nt | nt | -10% | nt | nt
CCOC(=O)c1nnn(-c2nonc2N)c1CSc1ccccn1 | -1% | -9% | -8% | ? | 2% | -3% | -5% | 4%
COc1cc([N+](=O)[O-])ccc1-c1ccc(/C=N/NC(N)=O)o1 | -3% | nt | -18% | nt | 1% | ? | 0%[10 µM] | 5%[9.22 µM]
CCc1cccc(NC(=O)c2coc(=O)c3ccccc23)c1 | -6% | 12% | -25% | nt | nt | -13% | nt | nt
O=C1c2ccccc2C(=O)N1Cc1nc2ccccc2c(=O)n1CCCn1ccnc1 | 7% | 4% | 8% | 5% | 5% | 6% | -1% | 19%
Cc1ccc(C(=O)NCCNc2nc3cc(C)c(C)cc3cc2C)cc1 | 4% | -53%[inhibitor] | 8% | 0% | -2% | 7% | nt | nt
CC(C)(C)NC(=O)c1ccccc1NC(=O)C1CCCO1 (stereo unspecified) | 3% | 1% | 0% | -3% | -7% | -2% | -10% | -1%
O=C(Nc1ccncc1)c1ccc2c(c1)S(=O)(=O)c1ccccc1C2=O | 7% | -35%[inhibitor] | -7% | ? | 8% | -12% | nt | 6%

Structural class: the compounds so far containing a nitro group on carbon (two)
SMILES | Tau FP inhib | SMN2 splice enh | Tau fluor counter | ALDH1A1 inh | KDM4E inh | Tau ThT inhib | HTT ATP protect | HTT aggregate
O=[N+]([O-])c1ccc(OCC(O)CN(C2CCCCC2)C2CCCCC2)cc1 (stereo unspecified) | -5% | -8% | 5% | 4% | 2% | 6% | 5%[10 µM] | -8%
COc1cc([N+](=O)[O-])ccc1-c1ccc(/C=N/NC(N)=O)o1 | -3% | nt | -18% | nt | 1% | ? | 0%[10 µM] | 5%[9.22 µM]
